PMK inhibit: S. pneumoniae PMK inhibition | 65,000 tested, 0.49% active | inhibition, % at 10 µM | purified PMK, PK/LDH-coupled NADH absorbance 340 nm;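 active means top-ranked compounds by inhibition in the single 10 µM screen, taking a fixed number of the strongest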;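 further: 0% = full reaction with DMSO carrier and 100% = background rate without enzyme reaction; no value below 0 was filed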
LYP phosphatase: inhibition of human PTPN22 tyrosine phosphatase – biochemical, DiFMUP fluorescence, recombinant catalytic domain, 10 µM, primary screen (AID 606); recombinant LYP catalytic domain, DiFMUP fluorescence; higher % means a stronger effect; inhibition, % at 10 µM, or IC50 in µM where a hit was titrated; 52,000 tested, under 10 active;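 active means IC50 under 40 µM in the dose-response test; inactive means IC50 of 40 µM or more, or never dose-tested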
DPM-DC inhibit: S. pneumoniae DPM-DC inhibition | purified DPM-DC, PK/LDH coupled NADH fluorescence | calls only at 10 µM | 65,000 tested, 0.49% active;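 active means the 320 compounds with the highest percent inhibition in the single-dose primary screen, excluding strongly autofluorescent ones, cut at about 32% in these data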;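 further: kinetic rate of NADH fluorescence loss reporting ADP formed by the decarboxylase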
Bfl-1 displacement: Bfl-1 inhibitors, primary screen, biochemical, fluorescence polarization, FITC-Bid, mouse (AID 432); FITC-Bid BH3 peptide fluorescence polarization displacement; higher % means a stronger effect; displacement, % at 20 µM; hits with a dose series show IC50 in µM; 64,000 tested, 0.02% active; in the data active means a potency from the dose series; inactive means the rest, 99 in 100 with displacement below about 15%; further: strong numbers were not always called active
HPDE-C7 viability: HPDE-C7 pancreatic duct cell viability loss – fluorescence, HTS (AID 430); HPDE-C7 pancreatic duct cells viability, fluorescence; higher % means a stronger effect; one-dose cytotoxicity, % at 10 µM; EC50 in µM for titrated hits; 63,000 tested, 1.8% active;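 further: cells exposed to compound for 48 hours before viability readout; 0% = vehicle and 100% = reference cytotoxic drug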
Spn MK inh: inhibitors of Streptococcus pneumoniae mevalonate kinase; 65,000 tested, 0.48% active; inhibition, % at 10 µM; AID 555; purified MK, PK/LDH-coupled NADH absorbance 340 nm;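 active means ranked among the strongest by inhibition in the single 10 µM screen, a fixed top-ranked set picked for dose follow-up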; further: no value below 0 was filed
HT1080 cytotoxicity: cytotoxicity in HT1080 fibrosarcoma cells, cell-based, fluorescence readout (AID 620). HT1080 viability, fluorescence; higher % means a stronger effect. cytotoxicity, % at 10 µM, or EC50 in µM where a hit was titrated. 87,000 tested, 0.42% active;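 further: cells exposed to compound overnight then 4 h with Alamar Blue; 0% = vehicle DMSO and 100% = killing control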
TNAP inhibition: human TNAP enzyme inhibitors, biochemical, luminescent (AID 518); inhibition, % at 20 µM, or IC50 in µM where a hit was titrated; 64,000 tested, 0.09% active; purified TNAP enzyme, luminescent substrate readout; higher % means a stronger effect; in the data active means a potency from the dose series; inactive means the rest, 99 in 100 with inhibition below about 22%;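 further: plate controls were vehicle for no effect and reference inhibitor for full effect; many of its hits are not listed in these tables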
HPDE-C7K KRASV12: cytotoxicity in KRAS-transformed pancreatic duct cells, primary screen, cell-based, fluorescence, HTS (AID 431) | HPDE-C7K KRASV12 cells, Alamar Blue viability, 48 h; higher % means a stronger effect | cytotoxicity, % at 10 µM, or EC50 in µM where a hit was titrated | 63,000 tested, 1.7% active;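 active means compounds whose percent cytotoxicity in the single-dose primary screen, scaled between solvent and toxic-drug controls, exceeds 50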;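 further: 0% = DMSO solvent wells and 100% = doxorubicin-treated wells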
PMK inhibit pilot replicates: further read-out of PMK inhibit, marked with its call; inhibition, %; measured here: pilot screen replicates
Spn MK inh pilot replicates: further read-out of Spn MK inh, marked with its call; inhibition, %; measured here: pilot screen replicates
DPM-DC inhibit pilot screen %: second read-out of DPM-DC inhibit, no call of its own (marks repeat the call); inhibition, %; measured here: pilot screen trials
Numbers without * were called inactive; i = inactive; · = no result given; [ ] = dose if it differs, or a comment. Unless noted, no stated cut-off is given here; in the data, active means cytotoxicity above about 50%; inactive means the rest.

SMILES	PMK inhibit	LYP phosphatase	DPM-DC inhibit	Bfl-1 displacement	HPDE-C7 viability	Spn MK inh	HT1080 cytotoxicity	TNAP inhibition	HPDE-C7K KRASV12	others
Cc1ccc([C@@H]2C3COCC=C3C(C#N)=C(N)C2(C#N)C#N)o1 (stereo partly drawn)	13	15%	i	7%	4%	8	9%	13%	10%
CC1NC2(C(=O)N(Cc3ccccc3)c3ccccc32)C2C(=O)N(c3ccccc3)C(=O)C12 (stereo not drawn)	5	-12%	i	4%	6%	5	-2%	4%	10%	PMK inhibit pilot replicates=2.0;Spn MK inh pilot replicates=5.0;DPM-DC inhibit pilot screen %=1.5
CCn1ncc(Cl)c1C(=O)NC(C)c1ccccc1 (stereo not drawn)	0	15%	i	-4%	1%	4	-5%	1%	-3%
CCOC(=O)CSc1ccc2nnc(-c3cccs3)n2n1	0	13%	i	2%	-3%	11	-1%	2%	-2%
COC(=O)C1C(=O)C2=C(CC1C)NC(=O)CC2c1ccc(O)c(OC)c1 (stereo not drawn)	8	·	i	-6%	-13%	0	5%	2%	-10%
CN1CCCC(OC(=O)COc2ccccc2)C1 (stereo not drawn)	3	-1%	i	-4%	3%	0	-1%	4%	3%
CCOC(=O)CSc1cc(C)nc(NC(C)=O)n1	6	·	i	-1%	-20%	4	-4%	9%	-18%
CCCC(=O)Nc1c(C)nn(C(=O)CCC)c1C	0	·	i	-5%	-9%	14	23%	9%	2%
COc1ccc(CNC(=O)[C@H](C)NC(=O)C2CCN(S(=O)(=O)c3ccc(C)cc3)CC2)cc1	0	8%	i	2%	-12%	0	2%	-1%	-26%
O=C(Cc1cccs1)Nc1cccnc1	15	-8%	i	7%	-26%	5	13%	15%	-25%
O=C(CN1CCN(Cc2ccccc2)CC1)c1ccc(Br)cc1	7	13%	i	-7%	4%	10	7%	10%	8%
CCOC(=O)N1CCC(n2c(=S)[nH]c3cc(OC)c(OC)cc3c2=O)CC1	16	-14%	i	0%	2%	2	-20%	7%	-3%	PMK inhibit pilot replicates=2.0;Spn MK inh pilot replicates=0.0;DPM-DC inhibit pilot screen %=4.0
COC(=O)c1ccc(CSc2nnnn2-c2ccccc2)o1	12	12%	i	-3%	-1%	0	1%	4%	-19%
Cc1ccccc1C(=O)Nc1cccc(-c2nnc(SCC(=O)O)n2C)c1	7	8%	i	-1%	·	6	10%	12%	·
Cc1c(C(=O)N2CCN(S(C)(=O)=O)CC2)oc2ccccc12	5	9%	i	-3%	-7%	7	-3%	2%	-12%
Cc1ccc(Cl)cc1N1CCN(S(=O)(=O)c2ccc3c(c2)OCCO3)CC1	8	·	i	-4%	-8%	8	0%	13%	-6%
COc1ccc(-c2noc(N3CCC(C(=O)N4CCN(c5ccccn5)CC4)CC3)n2)cc1	13	·	i	5%	-6%	0	-6%	2%	-1%
CCCc1nc(SCC(=O)N2CCN(c3ccccc3)CC2)c2c(=O)n(C)c(=O)n(C)c2n1	1	0%	i	4%	0%	6	-1%	10%	1%
Cc1ccc2c(c1)C(N1CCCC1=O)CC(c1ccco1)N2 (stereo not drawn)	0	-10%	i[fluoresces]	0%	6%	5	5%	14%	8%	PMK inhibit pilot replicates=1.5;Spn MK inh pilot replicates=0.0;DPM-DC inhibit pilot screen %=100
O=C(NC1CCCCC1)N1CCCC(c2nc(-c3ccc(S(=O)(=O)N4CCCC4)cc3)no2)C1 (stereo not drawn)	16	·	i	10%	8%	11	2%	2%	-9%

6 neighbouring compounds out of the list so far, quoted:
SMILES	PMK inhibit	LYP phosphatase	DPM-DC inhibit	Bfl-1 displacement	HPDE-C7 viability	Spn MK inh	HT1080 cytotoxicity	TNAP inhibition	HPDE-C7K KRASV12	others
CCOC(=O)CSc1cc(C)nc(NC(C)=O)n1	6	·	i	-1%	-20%	4	-4%	9%	-18%
CCCC(=O)Nc1c(C)nn(C(=O)CCC)c1C	0	·	i	-5%	-9%	14	23%	9%	2%
COc1ccc(CNC(=O)[C@H](C)NC(=O)C2CCN(S(=O)(=O)c3ccc(C)cc3)CC2)cc1	0	8%	i	2%	-12%	0	2%	-1%	-26%
O=C(Cc1cccs1)Nc1cccnc1	15	-8%	i	7%	-26%	5	13%	15%	-25%
O=C(CN1CCN(Cc2ccccc2)CC1)c1ccc(Br)cc1	7	13%	i	-7%	4%	10	7%	10%	8%
CCOC(=O)N1CCC(n2c(=S)[nH]c3cc(OC)c(OC)cc3c2=O)CC1	16	-14%	i	0%	2%	2	-20%	7%	-3%	PMK inhibit pilot replicates=2.0;Spn MK inh pilot replicates=0.0;DPM-DC inhibit pilot screen %=4.0

Further records:
SMILES	PMK inhibit	LYP phosphatase	DPM-DC inhibit	Bfl-1 displacement	HPDE-C7 viability	Spn MK inh	HT1080 cytotoxicity	TNAP inhibition	HPDE-C7K KRASV12	others
CCOC(=O)c1cnn(CC2CCCCC2)c1N	14	11%	i	-4%	-4%	6	-10%	10%	-13%
CC(C)OCCCn1c(=S)[nH]c2cc3c(cc2c1=O)OCO3	9	18%	i	-10%	-14%	6	3%	21%	-8%
CCOc1ccccc1CNC(=O)C1CCN(C(=O)c2sccc2-n2cccc2)CC1	10	23%	i	-14%	-30%	5	-7%	0%	-20%
COc1cccc(N(CC(=O)N2CCN(C)CC2)S(=O)(=O)c2ccc(C)cc2)c1	8	·	i	1%	8%	7	16%	9%	10%
CCOc1ccccc1N1CCN(S(=O)(=O)c2ccc(Cl)s2)CC1	0	-3%	i	0%	0%	5	0%	13%	2%
COc1ccc(NC(=O)C2CC(=O)N(C(C)C)C2)cc1 (stereo not drawn)	0	3%	i	-3%	-3%	0	0%	8%	-5%
CCCCOCC1CN(c2ccccc2)C(=O)CS1 (stereo not drawn)	8	7%	i	-9%	-2%	16	-3%	6%	-10%
CC(=O)Oc1ccc(N2C(=O)C3C(C2=O)C2(C)C=CC3(C)O2)cc1 (stereo not drawn)	4	12%	i	5%	-4%	13	-8%	6%	5%
O=C(CSc1nnc(-c2ccc(Br)cc2)o1)N1CCN(C(=O)c2ccco2)CC1	13	-6%	i	-10%	3%	7	-5%	3%	-18%
Cc1cc(N2CCN(C(c3ccccc3)c3ccc(Cl)cc3)CC2)n2ncnc2n1 (stereo not drawn)	9	3%	i	5%	-8%	0	-5%	-2%	8%
O=C(CN1CCN(Cc2ccc(F)cc2Cl)C1=O)NCCCN1CCOCC1	0	-4%	i	-8%	10%	4	2%	22%	14%	PMK inhibit pilot replicates=1.0;Spn MK inh pilot replicates=2.5;DPM-DC inhibit pilot screen %=0.0
O=c1oc2c(CN3CCOCC3)c(O)ccc2c2c1CCC2	6	·	·	0%	-2%	8	4%	9%	-6%
CC(C)CNC1=CC(=O)CC(c2ccco2)C1 (stereo not drawn)	13	·	i	3%	·	5	8%	10%	·
CCN(CC)c1ccc(NC(=O)Cn2nnc(-c3cccc(OC)c3OC)n2)c(C)c1	8	·	i	-3%	0%	0	18%	12%	4%
COc1ccc(CC(=O)Nc2cccc(-c3nnc(-c4ccccc4)o3)c2)cc1OC	3	5%	i	2%	-6%	6	7%	6%	-3%
CC(=O)c1c(C(C)=O)c(C)n(CCCCn2c(C)c(C(C)=O)c(C(C)=O)c2C)c1C	0	14%	i	3%	7%	0	-2%	-6%	-1%
Cn1c(C(=O)NC2CCCC2)cc2c(=O)n(C)c3ccccc3c21	3	·	i	-3%	4%	8	-2%	6%	4%
O=C(NCC1CCCO1)C1c2ccccc2C(=O)N1Cc1ccc2c(c1)OCO2 (stereo not drawn)	14	11%	i	-6%	-25%	4	11%	6%	1%
Cc1cc(NC(=O)c2ccc(S(=O)(=O)N(C)C)cc2)no1	10	-7%	i	-2%	-5%	8	8%	1%	-4%
Cc1nc2cc(C(=O)O)ccc2n1-c1ccccc1	1	-6%	i	-7%	0%	9	-3%	5%	4%
COc1ccc(N(Cc2cc(=O)[nH]c3ccccc23)C(=O)c2ccco2)cc1	13	3%	i	-3%	5%	6	2%	-8%	13%
Cc1ccc(CCNC(=O)C2CCCN(C(=O)c3cc4sccc4n3C)C2)cc1 (stereo not drawn)	11	·	i	3%	2%	7	-1%	15%	3%
Cc1occc1C(=O)NCc1ccc2c(c1)OCO2	0	·	i	0%	43%	8	·	12%	4%
COc1cc2c(cc1OC)C(c1ccco1)CC(=O)N2 (stereo not drawn)	13	7%	i	-2%	-6%	16	4%	8%	-2%
C#CCNc1c(C)c(C)nc2ncnn12	13	0%	i	-3%	-2%	0	1%	16%	0%	PMK inhibit pilot replicates=1.0;Spn MK inh pilot replicates=5.0;DPM-DC inhibit pilot screen %=2.0
COc1ccc(C(c2sc3nc(C)nn3c2O)N2CC(C)OC(C)C2)cc1OC (stereo not drawn)	3	8%	i	0%	1%	2	-4%	12%	4%
COc1ccc(Nc2ccccc2)c(C)c1	0	1%	i	-4%	-14%	0	-3%	14%	-9%
Clc1ccccc1OCc1nc(-c2ccccn2)no1	0	3%	i	1%	7%	1	·	0%	26%
CCC(c1nnc(SCC(=O)N2CC(=O)Nc3ccccc32)n1Cc1ccccc1)N(C)C (stereo not drawn)	11	2%	i	-1%	4%	16	-4%	12%	0%
COCCn1c(SCC(=O)N2CCCCC2)nc2cccnc21	10	-8%	i	-11%	-16%	9	6%	9%	-2%
Cc1ccc(CCNC(=O)Cn2cccc2)cc1	14	6%	i	0%	-18%	7	20%	10%	-9%	PMK inhibit pilot replicates=3.0;Spn MK inh pilot replicates=0.0;DPM-DC inhibit pilot screen %=1.0
CC(C)COC(=O)C1[C@H]2C(=O)N(Cc3cccs3)C[C@]23C=C[C@H]1O3 (stereo partly drawn)	11	-2%	i	4%	10%	7	-2%	20%	17%	PMK inhibit pilot replicates=1.5;Spn MK inh pilot replicates=2.0;DPM-DC inhibit pilot screen %=0.0
C=CC(O)Cc1c(C)n[nH]c1C (stereo not drawn)	1	6%	i	-1%	10%	11	·	9%	4%
Cn1c(CCNC(=O)c2ccccc2)nc2cc(NC(=O)c3ccco3)ccc21	7	3%	i	-6%	-22%	9	-3%	13%	-13%
COc1ccc(OC)c(-c2nnc(-c3ccc(C)o3)o2)c1	10	3%	·	-7%	6%	12	-1%	11%	6%
O=C(Cn1c(=O)oc2cc(S(=O)(=O)N3CCCC3)ccc21)NCc1ccccn1	9	-2%	i	-2%	2%	2	7%	4%	2%
Cc1ccc2cc(CCNC(=O)CC(C)(C)C)c(=O)[nH]c2c1C	5	-51%	·	-6%	-12%	10	-3%	0%	-11%
CCOC(=O)CSc1nnc(-c2ccco2)n1-c1ccccc1	9	-2%	i	-6%	-9%	10	6%	3%	-7%
CCOC(=O)N1CCC(NC(=O)c2ccc(CS(=O)(=O)c3ccccc3C)o2)CC1	10	-3%	i	3%	-4%	3	-13%	4%	0%
Cc1cccc(-n2nnnc2SCC(=O)c2cc(C)n(Cc3ccco3)c2C)c1	3	·	i	2%	-11%	3	-12%	7%	-21%
CCN(CC)CCCNC(=O)c1ccccc1C	6	13%	i	-8%	6%	7	-8%	3%	3%
CCOC(=O)c1c(NC(=O)CN2CCOCC2)sc2c1CCCC2	0	4%	i	4%	8%	1	-7%	13%	-8%
